# Compound activity from PubChem BioAssay.
# NCI-60 one-dose screen, 48 h, at 10 µM unless noted. Numbers give growth in % (100 = growth as untreated, 0 = no growth, -100 = all killed).
# EKVX – EKVX NSCLC. actives 3% (n = 71,000). AID 1794765
# HOP-62 – HOP-62 NSCLC. actives 3.9% (n = 80,000). AID 1794735
# UACC-257 – UACC-257 melanoma; actives 4.4% (n = 78,000); AID 1794764
# HOP-92 – HOP-92 NSCLC cells; actives 6.3% (n = 71,000); AID 1794738
# UACC-62 – UACC-62 melanoma; actives 5.4% (n = 81,000)
# A549/ATCC – A549/ATCC NSCLC. actives 3.7% (n = 81,000)
# MALME-3M – MALME-3M melanoma; actives 5.8% (n = 78,000); AID 1794766
# M14 – M14 melanoma | AID 1794745 | actives 6.2% (n = 80,000)
# * hit, by the source's call; . = no result given; & = joins results of further samples; [ ] = dose if it differs, or a comment. The calls were made as follows: active = growth percent below 10; inactive = the rest.
SMILES,EKVX,HOP-62,UACC-257,HOP-92,UACC-62,A549/ATCC,MALME-3M,M14
CCN(CC)CCOc1ccc2c(-c3ccccc3)c(-c3ccc(OC)cc3)c(=O)oc2c1,84,95,18,64,-15*,71,83,-7.0*
O=c1[nH]cnn1-c1ccccc1,98,98,95,102,99,98,88,91
O=Cc1cn(C(c2ccccc2)c2c[nH]c3ccccc23)c2ccccc12 (stereo not drawn),97,84,106,80,83,97,93,93
CCOc1ccccc1N,.,115,103,102,99,108,161,107
CC(=O)c1cc(C(=O)c2ccc(C#N)cc2)n2ccc(C)cc12,95,85,104,94,90,96,94,110
CC(=O)Nc1ccc2c(c1)Cc1c-2cc(Br)c(N)c1Br,82,99,101,100,85,92,.,104
N=C1/C(=C2\NC3C=CC=CC3S2)C(c2ccc(Cl)cc2)C2C(=O)N(c3ccccc3)C(=S)N12 (stereo not drawn),104,105,107,102,94,100,100,102
c1ccc2c(c1)-c1nc3ccccc3cc1C2N1CCCCC1 (stereo not drawn),96,107,100,85,97,93,89,104
CC(=O)N(C)c1ccc(N)c2c1C(=O)c1ccccc1C2=O,91,100,105,79,91,100,89,95
CCN1CCOC1C(C)C (stereo not drawn),107,100,104,114,105,101,.,94
N/C(=N\NC(=O)CCl)c1c(N)nc(=S)[nH]c1-c1ccc(Cl)cc1Cl,121,103,113,100,102,108,97,105
CC(=O)Nc1nc(-c2ccccc2)cs1,91,85,84,92,91,68,94,94
CCC([N+](=O)[O-])S(=O)(=O)c1ccc(C)cc1 (stereo not drawn),110,85,102,88,101,97,143,103
CCOC(=O)C1=C(C(=O)c2ccc(Br)cc2)C(c2ccc(F)cc2)NC(=S)N1 (stereo not drawn),103,97,114,106,90,101,105,104
CCN(CC)C(=O)C(c1ccccc1)C(O)(c1ccccc1)c1ccccc1 (stereo not drawn),101,100,98,93,86,88,104,101
O=C1Nc2ccccc2/C1=C/c1nc2ccccc2c(=O)[nH]1,81,76,104,94,96,100,93,82
O=C(Nc1cccc(Cl)c1)Nc1nc2cc([N+](=O)[O-])ccc2o1,28,58,55,-4.2*,29,45,30,39
COc1ccc(NS(=O)c2c(C)cc(C)cc2C)cc1 (stereo not drawn),97,79,68,96,68,57,97,96
COc1ccc(/C(C)=N/N=C2C(=O)N(Cc3ccccc3)c3ccccc32)cc1S(N)(=O)=O,78,122,87,86,79,83,93,94
COc1cc(C2C(C#N)=C(N)N(c3ccc(OC(F)(F)F)cc3)C3=C2C(=O)CC(C)(C)C3)cc(OC)c1O (stereo not drawn),96,95,96,87,91,102,98,103
COc1cc(-c2nc(-c3nnc(-c4ccc(OC(F)(F)F)cc4)o3)c3ccccn23)cc(OC)c1OC,59,89,116,.,60,75,106,99
O=C(/C=C/c1cn(-c2ccccc2)nc1-c1ccc(Br)cc1)NNC(=O)Nc1ccc(F)cc1,89,98,102,106,85,103,91,97
O=C(O)C(CCC(C(=O)O)c1ccccc1)c1ccccc1 (stereo not drawn),110,109,102,.,98,101,108,104
COc1cc(CN2CCO[C@H](COc3cccc(F)c3)C2)ccc1Cl,46,33,19,49,45,29,64,39
CCCCNS(=O)(=O)c1ccc(NC(=O)c2ccc3ccccc3c2O)c([N+](=O)[O-])c1,92,.,108,.,87,99,94,99
COc1ccc(-c2nc3ccc(C(=O)N=Nc4c(O)[nH]c5ccccc45)cc3[nH]2)cc1,93,101,68,94,93,87,92,139
CC(=O)Nc1cc(NC(C)=O)ncn1,90,116,105,90,106,101,122,108
O=C(OCc1ccccc1)C(Cc1ccccc1)NC(=O)C(Cc1ccc(O)cc1)N(C(=O)OCc1ccccc1)C(=O)OCc1ccccc1 (stereo not drawn),.,101,117,.,109,93,90,102
CC1(C2OCCO2)OCCO1,.,101,98,.,117,98,94,103
COc1ccccc1Nc1nc(-c2cccnc2)nc2sc3c(c12)CCCCCC3,.,119,101,85,105,106,149,114

# Taken from the results shown (2 entries):
SMILES,EKVX,HOP-62,UACC-257,HOP-92,UACC-62,A549/ATCC,MALME-3M,M14
CCCCNS(=O)(=O)c1ccc(NC(=O)c2ccc3ccccc3c2O)c([N+](=O)[O-])c1,92,.,108,.,87,99,94,99
COc1ccc(-c2nc3ccc(C(=O)N=Nc4c(O)[nH]c5ccccc45)cc3[nH]2)cc1,93,101,68,94,93,87,92,139

# Next section:
SMILES,EKVX,HOP-62,UACC-257,HOP-92,UACC-62,A549/ATCC,MALME-3M,M14
O=S(=O)(Nc1cccnc1Oc1ccccc1)c1cc(Cl)ccc1Cl,106,106,99,108,104,102,98,111
Cc1cccc(C(=O)OCC(=O)Nc2sc3c(c2C(N)=O)CCC3)c1C,109,101,109,115,100,112,102,102
C#CCOc1ccc(/C=N/Nc2nc(-c3cc4cc(I)ccc4oc3=O)cs2)cc1,88,106,97,77,77,101,97,97
COc1ccc(/C=N/n2c(-c3cc(F)c(Cl)cc3Cl)n[nH]c2=S)cc1,109,106,88,88,96,97,96,104
CCOC(=O)c1cnc[nH]c1=O,123,103,107,91,103,105,.,97
CC(C)(C)c1cc(/C=C2\SC(=NCCCO)NC2=O)cc(C(C)(C)C)c1O,.,92,104,104,80,82,92,86
C#COc1cccc(Nc2ncnc3cc(NC(=O)[C@H](C)Cl)ccc23)c1,20[6.25 µM],7.3*[6.25 µM],21[6.25 µM],82[6.25 µM],22[6.25 µM],2.9*[6.25 µM],37[6.25 µM],12[6.25 µM]
O=C(Nc1cccc(C(=O)O)c1)Nc1nc2ccccc2s1,82,92,104,102,94,104,92,101
CC(=O)/C(=C\n1c(=S)[nH]c2ccc([N+](=O)[O-])cc21)C(=O)Nc1ccccc1C,93,100,93,99,98,100,104,105
O=C(c1ccc(Cl)cc1)C(Nc1ccccc1)c1ccc(Cl)cc1 (stereo not drawn),82,84,91,85,80,91,88,98
COc1cc2c(cc1-c1c(C)noc1C)ncc1nc(C3CCOCC3)n(C3CCC(OC(F)F)CC3)c12 (stereo not drawn),61,30,48,22,25,57,44,55
COc1ccc(C2=Nc3nc(-c4ccccc4)cc(=O)n3NC3=C2C(=O)CC(C)(C)C3)cc1,94,102,99,.,101,88,71,100
CCOC(=O)c1cnc2ccc(Br)cc2c1Nc1cccc(S(N)(=O)=O)c1,96,97,105,91,103,101,101,110
CCOc1nsc(OCC)n1,101,95,90,88,93,95,.,98
COc1ccc(C(=O)c2cccs2)cc1,101,128,101,.,108,98,.,105

# Part of the list above in order of length of the SMILES, descending:
SMILES,EKVX,HOP-62,UACC-257,HOP-92,UACC-62,A549/ATCC,MALME-3M,M14
COc1cc(-c2nc(-c3nnc(-c4ccc(OC(F)(F)F)cc4)o3)c3ccccn23)cc(OC)c1OC,59,89,116,.,60,75,106,99
CC(=O)/C(=C\n1c(=S)[nH]c2ccc([N+](=O)[O-])cc21)C(=O)Nc1ccccc1C,93,100,93,99,98,100,104,105
COc1ccc(/C(C)=N/N=C2C(=O)N(Cc3ccccc3)c3ccccc32)cc1S(N)(=O)=O,78,122,87,86,79,83,93,94
CCN(CC)CCOc1ccc2c(-c3ccccc3)c(-c3ccc(OC)cc3)c(=O)oc2c1,84,95,18,64,-15*,71,83,-7.0*
CCOC(=O)c1cnc2ccc(Br)cc2c1Nc1cccc(S(N)(=O)=O)c1,96,97,105,91,103,101,101,110
O=C(Nc1cccc(Cl)c1)Nc1nc2cc([N+](=O)[O-])ccc2o1,28,58,55,-4.2*,29,45,30,39
COc1cc(CN2CCO[C@H](COc3cccc(F)c3)C2)ccc1Cl,46,33,19,49,45,29,64,39
O=C(c1ccc(Cl)cc1)C(Nc1ccccc1)c1ccc(Cl)cc1 (stereo not drawn),82,84,91,85,80,91,88,98
CC(=O)Nc1nc(-c2ccccc2)cs1,91,85,84,92,91,68,94,94
O=c1[nH]cnn1-c1ccccc1,98,98,95,102,99,98,88,91
CCN1CCOC1C(C)C (stereo not drawn),107,100,104,114,105,101,.,94

# The list continues:
SMILES,EKVX,HOP-62,UACC-257,HOP-92,UACC-62,A549/ATCC,MALME-3M,M14
CN(C)c1ccc(C=C2C(=O)OC(C)(C)OC2=O)cc1,103,93,73,94,102,82,114,105
COc1ccc(C2=NN(C(=O)c3cc(-c4ccc(Cl)cc4)nc4ccccc34)C(c3cc(-c4ccccc4)nn3-c3ccccc3)C2)cc1 (stereo not drawn),95,81,95,83,83,82,92,69
Clc1ccccc1C=Nc1n[nH]c(Nc2ccccc2)c1-c1nc2ccccc2s1,89,96,115,104,83,99,97,97
COc1cc(OC)cc(-c2nn(CC(=O)N3CCc4ccccc4C3)c3ncnc(N)c23)c1,97,91,105,93,85,98,113,100
Cc1ccc(-c2cc(-c3ccc(N4CCOCC4)cc3)n3c(n2)nc2ccccc23)cc1,95,107,111,89,101,101,106,103
Nc1ccc(OCc2ccccc2)cc1[N+](=O)[O-],90,90,110,73,93,94,.,99
CC(C)(C)CC(C)(C)NCC(O)COc1ccc(Cl)cc1Cl (stereo not drawn),.,101,112,92,95,102,113,104
NNC(=S)Nc1cccc2ccccc12,106,103,116,94,91,109,.,105
CC(C)(C)c1cc(/N=C/c2ccc(F)cc2)n(-c2ccccc2)n1,112,104,145,118,89,106,121,107
Cn1cc(-c2nc(-c3c[nH]c4ncccc34)cs2)c2ccccc21,23,93,96,43,85,91,.,81
COc1ccc(NC(C)=O)c(N)c1,102,106,.,110,.,105,91,102
CCOC(=O)c1csc(NC(=O)COc2ccc(/C=C3\Oc4ccccc4C3=O)cc2)n1,74,73,88,102,80,89,109,95
Nc1c(N=Nc2ccc(-c3ccc(N=Nc4cc(S(=O)(=O)O)c5ccccc5c4N)cc3)cc2)cc(S(=O)(=O)O)c2ccccc12,101,114,104,105,112,111,114,104
Cc1cc(O)c(C(C)C)cc1N=O,102&101,99&103,97&103,80,103&100,100&106,108&113,104&104
C=C1SCCC1NC(C)=O (stereo not drawn),97,98,100,104,90,103,94,96
CCSc1nnc2c(/C=C/c3ccc([N+](=O)[O-])cc3)nc3ccccc3n12,94,93,112,80,65,95,123,109
Cc1c(N)c(C)c(Br)c(C)c1N,93,90,98,99,103,94,93,95
COc1cc(/C(C)=C(/c2ccc(O)cc2)c2ccc(Cl)cc2)ccc1F,83,102,87,68,71,92,84,.
COc1cccc(-c2nnc(-c3nc4ccccc4nc3Cl)o2)c1,101,110,103,.,96,98,101,101
O=C1Nc2ccccc2C12Nn1c(CSC(SCc3nnc4n3NC3(O4)C(=O)Nc4ccccc43)c3ccccc3)nnc1O2 (stereo not drawn),78,93,102,100,86,101,109,101
Cc1ccc(-c2c(C#N)c(N)n(-c3cccc(C(F)(F)F)c3)c(=O)c2C#N)cc1,109,96,110,96,97,107,104,105
Cc1cccc(Nc2nc(N)nc(N)c2N=O)c1,99,102,112,46,85,.,83,95
CN(C)C1C(=O)c2ccccc2C1=O,119,104,105,89,110,105,125,107
Cc1cccc(C)c1-c1cc(Cc2ccc(Cl)cc2)c(=O)[nH]n1,93,99,42,79,94,37,111,114
NC(=O)c1c(NC(=O)COC(=O)c2ccccc2)sc2c1CCC2,96,98,107,93,109,105,94,114
CCC(CC)(c1ccccc1)C(O)c1ccccc1 (stereo not drawn),106,112,95,95,89,85,131,99
CCCSc1nc(Nc2ccc(C(C)=O)cc2)c(C#N)c(-c2ccc(OC)cc2)n1,108,117,106,115,107,106,107,111
OCc1cnccc1NCc1ccccc1,108,100,102,105,107,100,108,105
CCOC(=O)c1c(C)c2c(n1C)CSc1cc(S(=O)(=O)c3ccccc3)c(=O)[nH]c1-2,15[100 µM],58[100 µM],42[100 µM],8.8*[100 µM],1.1*[100 µM],32[100 µM],73[100 µM],24[100 µM]
N#C/C(=C\N1C(=O)/C(=C/c2cccc([N+](=O)[O-])c2)SC1=S)c1nc2ccccc2s1,81,73,68,9.0*,63,70,.,81
CC(=NC(C)CC(C)C)c1ccc(C)cc1 (stereo not drawn),95,100,98,82,96,100,99,100
COC(=O)C(Cc1ccc(OC)cc1)c1ccccc1 (stereo not drawn),93,85,85,75,88,93,106,109
C#CC1(O)CC[C@H]2[C@@H]3CCC4=CCCC[C@@H]4[C@H]3CC[C@@]21C (stereo partly drawn),112&97,104&110,106&91,86&106,85&89,97&94,111&121,100&101
Cc1cccc(C[C@H](NC(=O)Nc2ccc(C)cc2F)C(=O)N[C@@H]2C(=O)N3C[C@H](O)C[C@H]3C(=O)N3CCN(C)C[C@H]3C(=O)N[C@@H](C)C(=O)N3C[C@H](C)C[C@H]3C(=O)O[C@H]2C)c1,70,58,27,39,31,43,40,80
Cc1nn(-c2ccccc2)c2ncn(CC(=O)N/N=C/c3cccc([N+](=O)[O-])c3)c(=O)c12,76,44,80,49,80,65,77,92
Clc1cccc(-c2ccc(OCCCN3CCN(c4ccncc4)CC3)cc2)c1,12,-49*,25,-1.1*,-74*,-12*,-87*,-65*
COc1cc2c(cc1-c1c(C)noc1C)ncc1nc(C3CCOCC3)n([C@@H](C)COC(F)F)c12,56,35,37,32,21,42,66,41
CCN1C2CCC1/C(=C\c1ccc(OC)cc1)C(=O)/C2=C/c1ccc(OC)cc1,63,62,63,54,48,80,53,64
COc1ccc(-c2nn(-c3cccc(NC(=O)c4ccc(N5CCOCC5)c(C(F)(F)F)c4)c3)cc2-c2ccncc2)cc1Cl,.,74,68,.,74,55,49,65
COc1cc(/C=C2\C(=O)N(c3c(Cl)cccc3Cl)c3ccccc32)cc(OC)c1OCCCCCCn1c2ccccc2c(=O)c2ccccc21,111,95,111,96,93,109,106,94
CN(Cc1ccccc1)c1nc(Cl)c(C2CC(c3ccc(Cl)cc3)=NN2C=O)s1 (stereo not drawn),86,101,114,98,85,97,87,93
BrCCCOc1ccc(Oc2ccc(OCCCBr)cc2)cc1,.,108,90,.,95,95,117,102
O=C1C=C(O)C(c2ccccc2)=CC1=O,112,114,103,68,106,109,134,121
O=c1c2c(c3ccccc3n1-c1ccccc1)NC(=S)NC2c1ccccc1 (stereo not drawn),97,90,108,.,96,103,112,99
N#Cc1c(-c2ccc(Cl)cc2)nc(SC(=O)c2ccc(F)cc2)[nH]c1=O,102,100,106,99,96,104,104,103
C=CCSc1nc2ccc(C)cc2cc1/C=N/O,68,79,101,63,66,89,122,93
O=S(=O)(c1ccc(Br)cc1)N1CCN(c2nccc(-c3c(-c4cccc(F)c4)nc4sccn34)n2)CC1,72,110,95,97,67,83,121,99
